# ERG Ets-DNA blk – ERG Ets/DNA interaction inhibition; P11308; fluorescence polarization, His-ERG Ets domain / labelled DNA; Potency, µM (titrated, usually from 76.9 µM), for inactives: top-dose FP activity, negative = inhibition, most hits filed as inhibitors; 370,000 compounds, 0.028% hits; active = well fitted inhibition curve with a large enough effect in the polarisation, with a control signal flat; inconclusive = small, poorly fitted or top-dose-only effect, or effect the other way, or a change in a side signal; inactive = no such curve, though single readings can be large or run the other way; the % refers to the polarisation;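 also: polarization taken with two DNA probes labelled with fluorescein and Texas red; potency is read from the fitted curve at half-maximal effect; % of control where 0% means no effect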
#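 His-tagged ERG Ets domain (1 uM in the protein solution; 300mM KCl, 50mM Tris-HCl, 1mM EDTA, 1mM DTT, pH 7.5) received compound, then a probe mix of 5 nM fluorescein-DNA and 100nM Texas-615-DNA. Fluorescence polarization was read for both dyes.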
# BLM helicase inh – blocks DNA unwinding by human BLM helicase | P54132 | recombinant BLM DNA unwinding, fluorescence dequenching | Potency, µM (highest dose often 56.1 µM), inactives show at the top dose activity change, negative = inhibition, most hits filed as inhibitors | 350,000 compounds, 0.2% hits;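 also: potency is read from the fitted curve at half-maximal effect; plate controls were vehicle for no effect and no enzyme for full effect; nearly all actives have a fitted effect of over 35% in size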
# Pol iota inh – DNA polymerase iota (human) inhibition. Pol iota fluorescent replication assay, 10 min. Q9UNA4. 390,000 compounds, 1% hits. Potency, µM (doses to about 115 µM), inactives show at the highest dose activity, negative = inhibition, hits mostly inhibitors. AID 588590; also: potency is read from the fitted curve at half-maximal effect
#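 Pol iota at 10 nM preincubated 15 min with compounds at room temperature; reaction started with fluorescent substrate, 50 nM final. Fluorescence read kinetically at 0 and 10 min; buffer-only wells as negative control.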
# Pol kappa inh – DNA polymerase kappa (human) inhibition | Q9UBT6 | purified Pol kappa, fluorescent DNA synthesis assay, 10 min | Potency, µM (top dose mostly 107 µM), without a hit: at the top dose activity, negative = inhibition, most hits filed as inhibitors | 400,000 compounds, 0.53% hits; also: potency is read from the fitted curve at half-maximal effect; % is scaled to controls: 0 for no effect and ±100 for the full control effect
#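 Activity was followed as the change in fluorescence between reads at 0 and 10 min after starting the reaction with 50 nM substrate. Beforehand, 10 nM polymerase had been preincubated with compound for 15 min at room temperature.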
# Apoferritin bind – candidate novel general anesthetic via apoferritin binding | P02791 | apoferritin/1-aminoanthracene competitive binding, fluorescence | Potency, µM (series often up to 77.5 µM), for the others: top-dose activity change, negative = displacement, usual class: inhibitors | 350,000 compounds, 0.074% hits | AID 485281; also: potency is read from the fitted curve at half-maximal effect; % is scaled to controls: 0 for no effect and ±100 for the full control effect; nearly all actives have a fitted effect of over 20% in size
# Target sequence (P02791 2-175 limits assumed): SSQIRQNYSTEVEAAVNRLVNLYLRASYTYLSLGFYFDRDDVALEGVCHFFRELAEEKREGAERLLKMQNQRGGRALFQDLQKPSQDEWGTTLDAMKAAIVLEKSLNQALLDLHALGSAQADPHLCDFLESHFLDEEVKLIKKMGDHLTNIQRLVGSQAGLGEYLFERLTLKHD
#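 Steps: apoferritin (10 uM) was premixed with half-saturated 1-AMA in PBS, compounds were pin-transferred, plates stood 10 min at room temperature, fluorescence was read at 380/535 nm, and curves were fitted with a Hill equation.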
# TRHR agonist – activates the human TRH receptor. activation, % at 2 µM. AID 493084. 360,000 compounds, 0.18% hits. TRHR cells, calcium flux fluo-8, FDSS agonist mode. P34981; in the data active = activation above about 30%; also: 0% is about no effect
# Target sequence (P34981 whole entry, looked up): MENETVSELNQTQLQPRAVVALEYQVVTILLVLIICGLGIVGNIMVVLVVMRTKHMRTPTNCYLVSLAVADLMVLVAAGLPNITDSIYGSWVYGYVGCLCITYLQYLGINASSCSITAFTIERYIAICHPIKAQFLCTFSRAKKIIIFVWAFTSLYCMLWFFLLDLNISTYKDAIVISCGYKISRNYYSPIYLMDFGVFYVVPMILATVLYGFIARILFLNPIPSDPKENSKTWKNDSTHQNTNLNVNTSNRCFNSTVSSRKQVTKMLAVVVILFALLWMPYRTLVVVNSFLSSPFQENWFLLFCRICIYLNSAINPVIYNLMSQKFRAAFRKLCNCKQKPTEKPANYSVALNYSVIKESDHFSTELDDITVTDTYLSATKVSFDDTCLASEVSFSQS
#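 Agonist-mode FDSS calcium read (Ex 480/Em 530, 1 s cycles) in 1536-well TRHR cells with fluo-8 dye, after 10-cycle baseline and 23 nL compound addition; TRH at EC20 (10 nM final) added afterwards for the enhancer phase.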
# Pol beta inh – blocks human DNA polymerase beta activity. P06746. Pol beta primer extension/strand displacement, fluorescence kinetic. Potency, µM (titrated, usually from 114 µM), without a hit: at the top dose activity change, negative = inhibition, most hits filed as inhibitors. 340,000 compounds, 1.3% hits; also: potency is read from the fitted curve at half-maximal effect; % is scaled to controls: 0 for no effect and ±100 for the full control effect
#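 Pol beta (10 nM) and compounds were preincubated 15 min at room temperature, then 50 nM substrate (final) started primer extension/strand displacement. Reads were taken at 0 and 10 min; concentration-response data were fitted to a four-parameter Hill equation.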
# APE1 inh – blocks human APE1 abasic DNA cleavage. P27695. recombinant APE1, TAMRA/BHQ-2 abasic DNA cleavage fluorescence. Potency, µM (titrated, usually from 65.8 µM), for inactives: top-dose activity change, negative = inhibition, hits mostly inhibitors. 350,000 compounds, 0.35% hits. AID 2517;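 also: potency is read from the fitted curve at half-maximal effect; plate controls were vehicle for no effect and reference inhibitor for full effect; nearly all actives have a fitted effect of over 55% in size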
# Target sequence (P27695 whole entry, looked up): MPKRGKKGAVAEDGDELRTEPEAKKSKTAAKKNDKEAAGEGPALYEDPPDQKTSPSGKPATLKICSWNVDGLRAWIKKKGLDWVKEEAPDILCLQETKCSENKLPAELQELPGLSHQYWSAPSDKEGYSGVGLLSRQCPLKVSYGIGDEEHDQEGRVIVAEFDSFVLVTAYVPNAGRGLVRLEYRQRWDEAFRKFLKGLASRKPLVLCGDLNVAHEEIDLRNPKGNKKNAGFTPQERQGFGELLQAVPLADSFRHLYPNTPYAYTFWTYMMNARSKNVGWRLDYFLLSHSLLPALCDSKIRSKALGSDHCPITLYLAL
#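 Activity was derived from the fluorescence gain between first and third kinetic reads (60 s intervals, ex 525/em 598 nm) after 50 nM THF-abasic TAMRA/BHQ-2 duplex was added to 0.75 nM APE1 preincubated 15 min with compound.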
# 12-LOX inh – ALOX12 (human) lipoxygenase inhibition | purified 12hLO, xylenol orange hydroperoxide absorbance | P18054 | 580,000 compounds, 1.1% hits | Potency, µM (series often up to 108 µM), inactives show top-dose activity change, negative = inhibition, most hits filed as inhibitors | AID 1671190; also: potency is read from the fitted curve at half-maximal effect; % is scaled to controls: 0 for no effect and ±100 for the full control effect
#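 Purified human 12hLO at 150 nM in 25 mM Hepes, 0.01% Triton X-100, pH 7.0, preincubated 15 min at room temperature with compound. Reaction started with 40 uM arachidonic acid, 30 min at room temperature. Hydroperoxide measured by Fe-xylenol orange, 573/405 nm absorbance ratio.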
# An asterisk follows results filed as active; u = inconclusive; x = no result given; & = joins results of further samples; [ ] = another dose, or the depositor's remark. Unless noted, calls follow the shape of the dose curve; as a rule, active = well fitted curve in the direction sought with a large enough effect; inconclusive = small, poorly fitted or top-dose-only effect, or another doubt; inactive = no such curve, though single readings can be large; an effect the other way counts as inactive or inconclusive. This is a subset (hit frequency here may not be typical).
no.	SMILES	Apoferritin bind	APE1 inh	ERG Ets-DNA blk	Pol kappa inh	BLM helicase inh	TRHR agonist	Pol iota inh	Pol beta inh	12-LOX inh
1	Cc1ccc2c(c1)CC1(CN2C)C(=O)NC(=O)N(c2ccc(C)c(C)c2)C1=O (stereo unspecified)	u	1%	-4%	-7%	0%	0.2	1%	14%	0%
2	CN=C(SCc1cc2c(cc1Cl)OCO2)c1c(O)n(C)c(=O)n(C)c1=O	-18%	16%	-1%	-6%	-13%	0.1	11%	20%	4%
3	COc1cccc(-n2nc(C(=O)N3CCC4(CC3)OCCO4)c3ccccc3c2=O)c1	-1%	-10%	5%	-7%	-1%	0.2	u	0%	0%
4	OCC1CCCN2CCCCC12 (stereo unspecified)	3%&5%	-2%&-1%	x	-2%&3%[60.1 µM]	1%&1%	x	x	x	x
5	Nc1cc(N2CCNCC2)ccc1[N+](=O)[O-]	-11%	-2%	-8%	-2%	2%	0.5	8%	30%	-7%
6	CCNC(=O)[C@@H]1O[C@@H](n2cnc3c(N)ncnc32)[C@H](O)[C@H]1O	x	-7%	x	-8%[19.4 µM]	0%	x	x	x	0%
7	O=C(c1ccco1)C12CN3CN(CN(C3)C1)C2	-10%	3%	-10%	-6%	-1%	-0.1	-5%	22%	0%
8	OC(O)C(Cl)(Cl)Cl	2%	-4%	x	5%[60.1 µM]	0%	x	x	x	x
9	O=C(Nc1cccc(F)c1)N1CCC2(CC1)CCN(C(=O)Oc1ccccc1)CC2	x	-6%	x	-7%[60.1 µM]	-2%	x	x	x	-4%[57.4 µM]
10	C[C@@H]1C[C@@H]([C@H](O)CC2CC(=O)NC(=O)C2)C(=O)[C@@H](C)C1	x	61%&-1%&2%&16%&11%[activator]	-8%	1%	2%	-0.6	14%	x	124%&2%[activator]
11	Cn1c(O)c(C=Nc2ccccc2)c(=O)n(C)c1=O	-15%	-4%	-6%	1%	-1%	0.5	16%	12%	-6%
12	CN1CCN(C(=O)COc2ccc(S(=O)(=O)NCc3ccccc3)cc2Cl)CC1	-13%	-4%	x	-2%	-2%	0.3	10%	19%	5%
13	O=C(CN1C(=O)CN=C(c2ccccc2)c2ccccc21)NCc1ccco1	-6%	2%	-3%	u	4%	-5.0	-7%	1%	3%
14	CO[C@@H]1C=CC23c4cc5c(cc4CO[C@]2(O)CN(C)[C@H]3C1)OCO5 (stereo partly specified)	x	-6%	17%	-15%	x	x	u	x	-22%
15	CCC12C=CCN3CCC4(c5cc(Br)c(OC)cc5N(C)C4C(O)(C(=O)OC)C1OC(C)=O)C32 (stereo unspecified)	-12%	6%	1%	-1%	-3%	6.4	33%[activator]	8%	0%
16	NC(Cc1ccccc1)c1nc2ccccc2[nH]1 (stereo unspecified)	4%	5%	-1%	-1%	-4%	0.6	17%	10%	1%
17	O=C(CCc1nnc2ccc(NCc3ccc(F)cc3)nn12)N1CCC2(CC1)OCCO2	3%	19%	-17%	4%	-2%	-0.8	16%	39%	22%
18	c1ccc(SSc2ccccc2)cc1	u	14%	u	-18%	-3%	-0.4	u	0%	33%[activator]
19	O=C(Nc1cccc2ccccc12)c1nn(C23CC4CC(CC(C4)C2)C3)cc1Br	-10%	1%	-7%	-3%	3%	0.1	15%	10%	0%
20	COC(=O)C1=CO[C@@H](OC2OC(CO)C(O)C(O)C2O)[C@@H]2C(CO)=CC[C@H]12 (stereo partly specified)	6%	22%	-6%	0%	2%	0.2	8%	48%	9%
21	CCCCn1c(O)c(C(C)=NCCCN(CC)CC)c(=O)[nH]c1=O	-10%	1%	-1%	-8%	0%	0.1	28%	22%	-1%
22	CCCCN1C(=O)/C(=C/c2ccc(N3CCCCCC3)cc2)C(=O)NC1=S	9%	-1%	x	x	-10%	-0.5	x	-16%	x
23	O=C(O)c1cccc2c1NC(c1cccc([N+](=O)[O-])c1)C1CC(Sc3ccccc3[N+](=O)[O-])C(Cl)C21 (stereo unspecified)	-17%	-10%	-7%	u	-29%	0.1	u	u	8.9µM*
24	COC(=O)CC1(CC(=O)OC)C(=O)N(c2ccccc2)C(=O)N(c2ccccc2)C1=O	-5%	-1%	-4%	-11%	0%	2.1	125%[activator]	20%	9%

# Grouped by structure: those above containing an NH in an aromatic ring
no.	SMILES	Apoferritin bind	APE1 inh	ERG Ets-DNA blk	Pol kappa inh	BLM helicase inh	TRHR agonist	Pol iota inh	Pol beta inh	12-LOX inh
16	NC(Cc1ccccc1)c1nc2ccccc2[nH]1 (stereo unspecified)	4%	5%	-1%	-1%	-4%	0.6	17%	10%	1%
21	CCCCn1c(O)c(C(C)=NCCCN(CC)CC)c(=O)[nH]c1=O	-10%	1%	-1%	-8%	0%	0.1	28%	22%	-1%

# (listing goes on)
no.	SMILES	Apoferritin bind	APE1 inh	ERG Ets-DNA blk	Pol kappa inh	BLM helicase inh	TRHR agonist	Pol iota inh	Pol beta inh	12-LOX inh
25	CCOc1cc(C=C2C(=O)NC(=O)NC2=O)cc([N+](=O)[O-])c1O	-9%	2%	x	x	0%	-0.1	x	3%	u
26	FC(F)(F)c1ccc(CNCCc2ccc3c(c2)OCO3)cc1	-4%	1%	6%	6%	3%	1.3	19%	0%	1.8µM*
27	CC1CCN(c2nc(NCc3ccco3)nc(N)c2[N+](=O)[O-])CC1	-15%	9%	6%	-10%	0%	-0.2	138%[activator]	-3%	-1%
28	Cc1ccc(-n2c(=O)c3ccc(C(=O)NCc4ccccc4Cl)cc3n(CC(=O)Nc3cccc(Cl)c3)c2=O)cc1	-4%	x	3%	-6%	2%	-0.7	u	9%	-23%
29	CCCCCn1c(=O)c(C(=O)Nc2ccccc2S(N)(=O)=O)c(O)c2ccccc21	-6%	6%	-6%	-16%	-5%	0.1	29%	-18%	35%
30	C=CC[C@@H](CC/C=C/C=C/CC/C=C\[C@@H]1CSC([C@@H]2C[C@@H]2C)=N1)OC	x	-1%	-3%	-5%	x	x	2%	x	x
31	Cc1ccc(-c2cc(C(F)F)n3ncc(C(=O)N4CCC5(CC4)OCCO5)c3n2)cc1	56%[activator]	7%	3%	-2%	0%	-1.1	u	6%	-1%
32	COc1ccccc1CCNC1CCC(C)CC1 (stereo unspecified)	0%	3%	10%	6%	2%	1.6	13%	1%	0%
33	CC1(C)N(O)C2CCCCC2N1O (stereo unspecified)	-9%	1%	-2%	-9%	1%	-0.4	-6%	34%	188%[activator]
34	Cc1cc2oc(=O)cc(-c3cc4ccccc4o3)c2cc1OC(=O)N(C)C	-7%	26%	3%	-1%	-5%	0.5	17%	6%	-4%
35	C=CCN(C1=NCCN1)c1c(Cl)cccc1Cl	8%	-2%	x	0%[60.1 µM]	3%&1%	x	x	x	x
36	O=P(NS(=O)(=O)c1ccc(Cl)cc1)(Oc1ccccc1)Oc1ccccc1	-10%	-1%	x	-4%	2%	0.2	-7%	-6%	u
37	C[C@]12CC[C@@H](O)CC1=CCC1C2CC[C@@]2(C)C1C[C@@H](F)[C@H]2O (stereo partly specified)	x	x	-2%	0%	x	x	-3%	x	-2%
38	Cc1ccc(-c2nn3c(C)nnc3c3ccccc23)cc1S(=O)(=O)NCCO	-9%&-19%	11%	0%&-2%	3%&0%	1%&-9%	1.3&2.1	93%&-5%[activator]	0%&7%	-2%&-2%
39	Cc1ccc(CN2CCCC(C(=O)c3cccc(C(F)(F)F)c3)C2)o1 (stereo unspecified)	u	4%	-4%	-3%	-15%	1.0	70%[activator]	3%	u
40	c1ccc(CCNCc2ccccc2)cc1	-4%	-4%	x	-11%	2%	-0.5	-11%	3%	-2%
41	CCCCn1c(O)c(/C=C2/C=CC=N2)c(=O)[nH]c1=O	4%	-3%	u	-1%	0%	1.5	u	14%	u
42	CCOC(=O)c1c(C=O)c2ccccc2n1Cc1ccccc1	-9%	4%	-6%	-25%	-8%	1.2	5%	3%	0%
43	C[C@@]12CC(=O)[C@H]3[C@@H](CCC4=CC(=O)CC[C@]43C)[C@H]1CCC2=O	0%[29.3 µM]	0%[21 µM]	x	-8%[12 µM]	4%[21.4 µM]	x	x	x	x
44	[O-][n+]1onc2c1CCC1N(O)CCC21O (stereo unspecified)	-4%	1%	2%	-8%	-1%	0.4	14%	1%	-2%
45	O=c1[nH]c(Cl)ccc1CN1CCOCC1	x	-3%	7%	-9%	x	0.3	-3%	x	-1%
46	CCN(CC)CCOC(=O)c1ccc(N=Cc2c(O)[nH]c(=O)[nH]c2=O)cc1	-13%	3%	-1%	-3%	0%	2.8	8%	12%	265%[activator][57.4 µM]
47	C=C[C@@H]1C[C@@]1(C)[C@@H](NP(=O)(c1ccccc1)c1ccccc1)c1ccccc1	u	-3%&-4%	3%	2%	-3%&-5%	-0.6	75%[activator]	2%	9%
48	Cc1ccccc1N1C(=O)NC(=O)/C(=C\c2cnn(-c3ccccc3)c2)C1=O	-4%	-1%	-1%	-5%	-18%	-0.3	-6%	16µM*	u
49	CCCOc1ccccc1C1SCC(=O)Nc2c1c(=O)[nH]n2C(C)CCC (stereo unspecified)	-17%	15%	-6%	-14%	-6%	1.2	-3%	0%	0%
50	CCCCCCCCCCCCCCCCOC[C@@H](O)COP(=O)([O-])OCC[N+](C)(C)C	-10%	2%&3%	x	1%[19.4 µM]	3%	x	x	x	-1%[12.5 µM]
51	CCCN(CCC)[C@@H]1CCc2cccc(O)c2C1	-11%	-3%&0%&0%&13%	10%	-5%[60.1 µM]	2%&2%&2%	0.1	12%[58.9 µM]	11%[57.1 µM]	1%&33%&0%
52	CC(C)(C)C(O)C(Oc1ccc(-c2ccccc2)cc1)n1cncn1 (stereo unspecified)	4%	-6%	x	12%[60.1 µM]	-6%	x	x	x	x

# Bioassay records deposited in PubChem BioAssay by National Center for Advancing Translational Sciences (NCATS).
